EBNA-1 inhibitor: blocks EBNA-1 binding to DNA. EBNA-1 DNA binding, fluorescence polarization. inhibition, % at 14.8 µM. 300,000 tested, 0.34% active; in the data active means inhibition above about 28%
Bcl-xL primary: inhibitors of human Bcl-xL; inhibition, % at 10.9 µM; GST-Bcl-xL / FITC-Bim BH3 peptide fluorescence polarization; 320,000 tested, 0.7% active; AID 2129; Q07817;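 active means inhibition above the mean of all tested compounds plus 3 SD, cutoff set per campaign, cut at about 30% in these data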;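 further: 0% = DMSO wells and 100% = unlabeled Bim-BH3 peptide competitor; inhibitors lower millipolarization by displacing the labeled peptide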
GLD-1 TGE inh: GLD-1-TGE RNA interaction inhibition (C. elegans); 320,000 tested, 0.44% active; purified GLD-1 + fluorescein TGE RNA, fluorescence polarization; inhibition, % at 5.96 µM; Q17339; AID 2280;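 active means percent inhibition above a per-plate cutoff, the plate mean of test compounds plus 3 SD, cut at about 30% in these data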;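 further: 0% = DMSO wells with GLD-1 and probe and 100% = wells lacking GLD-1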
Target sequence (Q17339 whole entry, looked up): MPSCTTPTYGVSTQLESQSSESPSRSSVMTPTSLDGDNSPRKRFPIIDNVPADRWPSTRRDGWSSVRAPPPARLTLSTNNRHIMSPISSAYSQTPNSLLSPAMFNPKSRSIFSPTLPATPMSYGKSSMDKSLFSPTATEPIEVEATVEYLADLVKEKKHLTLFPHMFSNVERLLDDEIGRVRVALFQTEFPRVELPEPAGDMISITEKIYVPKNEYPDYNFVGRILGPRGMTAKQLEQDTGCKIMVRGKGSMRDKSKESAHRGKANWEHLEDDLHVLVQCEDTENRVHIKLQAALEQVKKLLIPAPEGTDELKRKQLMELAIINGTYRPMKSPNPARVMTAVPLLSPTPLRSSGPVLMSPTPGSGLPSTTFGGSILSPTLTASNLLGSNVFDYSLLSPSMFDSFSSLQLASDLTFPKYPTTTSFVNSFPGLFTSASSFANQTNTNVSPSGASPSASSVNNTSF
Efflux pump inh: blocks antifungal efflux pumps in multiplex yeast assay | AID 485275 | inhibition, % at 10 µM | S. cerevisiae Candida pump triplex, Nile Red efflux | 330,000 tested, 0.44% active;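 active means plate passing quality check with inhibition over a set limit, or well fluorescence over plate mean plus 4 SD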;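 further: Nile Red retained in pooled yeast measured as flow cytometry median fluorescence; 0% = buffer negative control and 100% = Enniatin B positive control; higher means more Nile Red kept so more efflux inhibition; some compounds called inactive have numbers as strong as hits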
MEX-5 binding: C. elegans MEX-5 TCR-2 RNA binding activity. 300,000 tested, 0.38% active. MEX-5/FITC-TCR2 RNA binding, fluorescence polarization; stronger effect = lower value. activity score (negative = inhibition of binding), % at 10 µM. Q9XUB2;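 active means inhibition past about -25% in most replicates, and total fluorescence under double the plate's negative control median, limit read from the data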;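 further: 0% = DMSO and -100% = 5 µM competing unlabeled TCR2 RNA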
Target sequence (Q9XUB2 whole entry, looked up): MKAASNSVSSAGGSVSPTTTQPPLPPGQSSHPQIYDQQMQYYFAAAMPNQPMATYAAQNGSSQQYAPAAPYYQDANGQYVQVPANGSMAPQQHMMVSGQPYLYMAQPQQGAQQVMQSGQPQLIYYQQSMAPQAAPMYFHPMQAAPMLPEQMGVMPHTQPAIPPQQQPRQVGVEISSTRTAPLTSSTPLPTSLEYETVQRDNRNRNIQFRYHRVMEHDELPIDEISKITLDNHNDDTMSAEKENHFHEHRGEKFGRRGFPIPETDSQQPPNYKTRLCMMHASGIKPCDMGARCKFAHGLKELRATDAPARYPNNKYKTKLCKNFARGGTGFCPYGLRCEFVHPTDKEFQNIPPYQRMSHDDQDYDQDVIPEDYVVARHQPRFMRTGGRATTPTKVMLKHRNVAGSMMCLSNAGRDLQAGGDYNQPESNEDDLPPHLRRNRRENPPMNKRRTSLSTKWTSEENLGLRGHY
Fam108B counter: blocks mouse Fam108B hydrolase in RBBP9 counter-screen. recombinant Fam108B, FP-Rh probe fluorescence polarization. inhibition, % at 9.51 µM. 300,000 tested, 0.33% active. AID 1947;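 active means inhibition above the screen mean inhibition plus 3 SD, computed separately per campaign, cut at about 18% in these data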;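 further: inhibitors lower polarization as less probe binds the enzyme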
MCL1 BIM primary: MCL1-BIM-BH3 interaction inhibition (human); Q07820; GST-MCL1 / FITC-Bim-BH3 fluorescence polarization; inhibition, % at 10.9 µM; 320,000 tested, 0.68% active; AID 2057;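 active means inhibition above the mean inhibition of all tested compounds plus 3 SD, set per campaign, cut at about 40% in these data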;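 further: 0% = DMSO wells and 100% = unlabeled Bim-BH3 peptide control; higher means more loss of mP so more displacement of Bim peptide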
ZTA counter: blocks Epstein-Barr virus ZTA, an EBNA-1 counter-screen; P03206; ZTA-DNA binding, fluorescence polarization; inhibition, % at 11 µM; 320,000 tested, 0.15% active; AID 2234; in the data active means inhibition above about 33%
Yeast superoxide: caloric restriction mimetics inhibiting age-related superoxide in yeast; S. cerevisiae aged cells, superoxide DHE fluorescence; stronger effect = lower value; superoxide response (% of plate mean), % at 10 µM; 330,000 tested, 0.18% active;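 active means superoxide response under a set limit, about three screen SD below normal, cut at about 65% in these data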;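 further: yeast aged for seven days with compound at 30 °C before DHE staining; 100% = average MFI of all compound-treated wells on the plate with controls excluded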
Numbers without * were called inactive; nt = no result given.

The line under a structure holds: EBNA-1 inhibitor	Bcl-xL primary	GLD-1 TGE inh	Efflux pump inh	MEX-5 binding	Fam108B counter	MCL1 BIM primary	ZTA counter	Yeast superoxide
> COc1ccc(C(=O)/C=C(\C)Nc2ccc3c(c2)OCO3)cc1
  -3	3	4	-0.1	-2.3	3	5	-4	89
> COc1ccccc1-n1cc(-c2ccc(C)cc2)[nH]c1=S
  -2	3	1	0.5	1.0	1	-1	-14	94
> Cc1cc(Nc2ccc(C(=O)O)cc2)nc(N)n1
  -15	4	2	-0.2	1.7	8	3	-11	97
> COc1cccc2cc(C(=O)NCc3ccco3)c(=O)oc12
  8	9	2	-0.6	0.6	1	12	3	99
> COc1ccc(CC(=O)O/N=C(\N)Cc2ccc(OC)cc2)cc1
  5	0	0	-0.1	0.4	-1	14	4	108
> N#CCOC(=O)C1CSC2(c3ccc(Br)cc3)CCC(=O)N12 (configuration not stated)
  3	7	2	-0.1	0.0	-1	2	17	106
> Cc1ccc2cccc(S(=O)(=O)NC3CCS(=O)(=O)C3)c2n1 (configuration not stated)
  -24	-4	-1	0.3	-0.8	-4	-6	-6	108
> CCC(=O)Nc1ccc(C(=O)CN2C(=O)NC3(CCOc4ccccc43)C2=O)cc1 (configuration not stated)
  nt	2	-5	0.0	nt	nt	-1	-11	86
> COc1ccc(C(=S)N2CCCC2)cc1C
  15	0	7	0.0	0.0	-3	4	-5	81
> C=C(NC(C)=O)c1c(F)cccc1F
  nt	7	2	0.0	nt	nt	3	5	112
> O=C(c1ccc(Cl)cc1)N1CCC(C(=O)N2CCCc3ccccc32)CC1
  2	-1	-1	0.1	1.0	0	-5	-8	97
> Cc1ccc2cc(CCNS(=O)(=O)c3ccc(Br)cc3)c(=O)[nH]c2c1C
  -17	2	-3	0.0	-1.5	1	-1	-7	86
> CN(C(=O)CN1C(=O)c2cccc(N)c2C1=O)C1CCCCC1
  nt	61*	45*	0.0	nt	nt	73*	1	98
> COc1ccc(/C=N/NC(=O)C(=O)N2CCCCCC2)cc1[N+](=O)[O-]
  7	12	0	0.0	0.0	-1	13	0	87
> CN(CC(=O)Nc1cccc(F)c1)CC(=O)Nc1ccccc1[N+](=O)[O-]
  -2	2	13	0.2	nt	0	3	10	123
> COc1ccccc1NC(=O)C(C)OC(=O)CCCOc1ccccc1 (configuration not stated)
  -5	0	-3	0.1	-5.4	-2	-6	-15	125
> Cc1cc(-c2nc(C)c(C(=O)NN)s2)no1
  3	4	-3	0.0	nt	0	9	16	114
> Cn1c(SCC(=O)NNC(=O)c2ccccc2)nnc1C(F)(F)F
  nt	-1	2	-0.1	nt	nt	-2	-12	80
> C=CCn1c(O)c(C=Nc2ccc(CN3CCCCC3)cc2)c(=O)[nH]c1=S
  1	9	3	-0.1	-1.7	4	7	-13	85
> COc1ccccc1N1CCN(S(=O)(=O)c2ccc(F)cc2)CC1
  -3	-2	1	0.1	1.1	5	5	14	104
> COc1ccc(C(c2nnnn2Cc2cccs2)N2CCC(C(N)=O)CC2)c(OC)c1 (configuration not stated)
  3	4	0	0.0	-1.2	1	1	4	84
> Nc1ccc(C(=O)OCc2csc(-c3ccccc3)n2)cc1[N+](=O)[O-]
  -8	-3	0	-0.1	-5.2	-7	-3	-7	91
> CC(C)CC(NC(=O)OC(C)(C)C)C(=O)O (configuration not stated)
  -13	5	3	0.2	-1.7	3	-3	6	103
> O=C(CC(=O)N/N=C\c1ccc([N+](=O)[O-])cc1)NCCc1ccccc1
  -4	8	-1	0.0	0.6	-1	7	3	96
> CSc1sc(C(=O)N2CCc3ccccc32)cc1S(=O)(=O)C(C)C
  1	-3	4	-0.3	1.5	-2	-7	9	98
> C/C=C/C(=O)Nc1nnc(C2CCCCC2)s1
  -9	1	-1	-0.1	0.6	3	3	-10	95
> Cn1c(CNc2nc(-c3ccccc3)cs2)nnc1SCC(=O)c1ccccc1
  1	-4	6	-0.1	-3.0	-4	1	16	95
> CC1CCCC(C)N1C(=O)CSc1nnc(NC(=O)c2cccs2)s1 (configuration not stated)
  9	4	9	-0.1	-0.9	-4	7	5	111
> Cc1ccc(C2CC(c3cccc(Br)c3)Nc3nnnn32)cc1 (configuration not stated)
  0	14	2	0.0	1.4	1	6	-13	111
> Cc1ccnc(NS(=O)(=O)c2ccc(NC(=O)c3ccc4c(c3)OCCO4)cc2)n1
  10	3	-2	-0.1	0.0	-1	9	19	98
> Cc1ccc(SCC(=O)NC(=O)c2ccc(S(=O)(=O)N(C)C)cc2)cc1C
  -2	4	6	-0.2	0.6	2	6	-20	106
> COC(=O)c1ccc(OCC(=O)NC2CCCCCC2)cc1
  -9	4	1	-3.2	0.2	-1	3	-11	97
> COc1ccc(OC(=O)c2cnc3n(c2=O)CCS3)cc1
  -6	3	8	0.0	2.1	3	0	0	89
> NC(=O)[C@@H]1CCOc2c(I)cc([N+](=O)[O-])cc2C(=O)N[C@@H](CO)C(=O)NCC(=O)N1
  0	12	1	-0.1	-3.2	1	5	-7	93
> CCOC(=O)c1sc(NNC(=O)c2ccc(F)cc2)nc1C
  -3	-7	-5	0.0	-1.7	0	1	2	110
> C/C(=N\Nc1cc(N2CCOCC2)ncn1)c1cccc([N+](=O)[O-])c1
  -2	7	4	-0.1	-1.8	1	11	-14	82
> COc1ccc(C(=O)Nc2cccc(C)c2)cc1
  14	4	1	0.0	-2.6	7	5	13	106
> CCCOc1ccc(C(=O)Nc2ccc(S(=O)(=O)Nc3onc(C)c3C)cc2)cc1
  2	1	1	0.1	0.4	7	0	10	92
> CCc1ccc2[nH]c(=O)c(CN(Cc3ccccc3)Cc3nnnn3Cc3ccco3)cc2c1
  -3	5	3	0.0	0.7	-5	4	8	105
> O=C(NCc1ccccc1)c1ccccc1CO
  -21	8	7	0.5	-2.3	0	-2	-10	108

Filtered by structure: the entries above containing a furan ring, fused or not (2)
The line under a structure holds: EBNA-1 inhibitor	Bcl-xL primary	GLD-1 TGE inh	Efflux pump inh	MEX-5 binding	Fam108B counter	MCL1 BIM primary	ZTA counter	Yeast superoxide
> COc1cccc2cc(C(=O)NCc3ccco3)c(=O)oc12
  8	9	2	-0.6	0.6	1	12	3	99
> CCc1ccc2[nH]c(=O)c(CN(Cc3ccccc3)Cc3nnnn3Cc3ccco3)cc2c1
  -3	5	3	0.0	0.7	-5	4	8	105

(listing goes on)
The line under a structure holds: EBNA-1 inhibitor	Bcl-xL primary	GLD-1 TGE inh	Efflux pump inh	MEX-5 binding	Fam108B counter	MCL1 BIM primary	ZTA counter	Yeast superoxide
> CC(=O)Oc1ccc(C(=O)Nc2nnc(C)s2)cc1
  15	-4	2	0.0	-0.5	1	-3	12	129
> COc1cccc(/C=N/NC(=O)c2[nH]nc3c2CCc2ccccc2-3)c1
  -5	3	6	-0.1	-2.2	-10	0	-16	95
> O=C(CC(c1ccccc1)c1ccccc1)NCc1cccnc1
  -1	-3	1	0.2	0.5	0	-5	-13	95
> O=C(CN1C(=O)CCSc2ccc(S(=O)(=O)N3CCCC3)cc21)Nc1ccccc1Cl
  6	4	-6	-0.1	-1.7	-3	3	-7	81
> Cc1ccc(NCCC(=O)c2cccs2)cc1
  0	8	-6	-0.3	0.3	-4	6	13	102
> C/C(=N/NC(=O)NC12CC3CC(CC(C3)C1)C2)c1ccccc1
  17	6	13	0.1	3.6	-1	7	1	109
> Cc1oc(C(=O)O)cc1COc1ccc2c3c(c(=O)oc2c1C)CCC3
  -2	9	13	0.0	-0.4	0	2	-15	103
> CCCCN(CC)Cc1ccc(CNC(=S)Nc2ccc(C)cc2Cl)o1
  11	2	-2	-0.1	0.9	5	7	-14	104
> Cc1cc(NC(=O)Nc2ccc(OCc3ccccc3)cc2)n(C)n1
  0	1	-5	0.0	0.6	-1	-1	5	113
> CCc1ccc2[nH]c(=O)c(CN(CCN(CC)CC)C(=S)NCc3ccco3)cc2c1
  5	0	2	0.0	0.9	-3	-3	5	98
> COCCN(CCOC)S(=O)(=O)c1ccc(C(=O)Nc2nnc(CSC)o2)cc1
  4	2	0	-0.1	-1.8	2	-2	13	110
> COc1cc(C(=O)N2CCN(CC(O)COc3ccccc3)CC2)cc(OC)c1OC (configuration not stated)
  2	2	-2	0.0	-3.3	2	1	-13	110
> COC(=O)c1ccc(C(=O)OC)c(NC(=O)COC(=O)CC2CC3CCC2C3)c1 (configuration not stated)
  14	1	13	0.0	-0.5	-3	-2	15	107
> Cc1cccc(COc2ccccc2C(=O)NC2CCC(O)CC2)c1 (configuration not stated)
  -9	-1	-2	0.1	1.4	-1	-8	-10	102
> CCOc1ccc2cc(S(=O)(=O)n3ccnc3C)ccc2c1
  0	0	-3	0.0	-1.5	0	-2	4	99
> CCN(CC)S(=O)(=O)c1cc(NC(=O)c2ccc3c(c2)NC(=O)C(C)S3)ccc1C (configuration not stated)
  nt	4	-2	0.0	nt	nt	7	8	108
> CCCCn1c(N)c(N(CC)C(=O)c2cccc(OCc3ccccc3)c2)c(=O)[nH]c1=O
  nt	2	10	0.0	nt	nt	0	-9	76
> COc1ccc(-n2cnc3cc(C(=O)NCCN4CCOCC4)ccc32)cc1
  -2	0	-2	0.2	-0.3	-2	-6	-3	82
> CCCOc1cccc(/C=N/NC(=O)c2csc(C)c2C)c1
  -3	3	-2	0.0	-0.6	-4	8	-16	107
> CC(=O)C1=C(O)C(=O)N(c2ccc(O)cc2)C1c1ccccc1F (configuration not stated)
  14	1	6	0.1	-0.9	0	2	21	135
> CS(=O)(=O)Nc1ccccc1C(=O)NCc1ccco1
  0	7	2	0.0	-2.0	-1	9	1	103
> CCCC(C)C(=O)NCc1ccncc1 (configuration not stated)
  -25	2	-5	0.1	-0.1	0	1	8	103
> Cc1nc(NCC(c2ccccc2)N(C)C)c2c(C)c(C)sc2n1 (configuration not stated)
  -4	1	3	-0.1	0.9	3	0	-7	103
> CC(C)(C)C(=O)Cn1ncc(N2CCOCC2)c(Br)c1=O
  -12	2	5	0.1	-0.7	0	-4	-15	99
> O=C(Nc1ccc(F)cc1)c1sccc1SCc1cccc(C(F)(F)F)c1
  -11	-1	-11	-0.1	1.3	-7	3	1	103
> O=c1[nH]c(CN2CCN(S(=O)(=O)c3cccs3)CC2)nc2c(Br)cc(Br)cc12
  7	4	0	0.1	2.2	-3	4	19	104
> COc1ccc(S(=O)(=O)N2CCCC(C(=O)O)C2)cc1Cl (configuration not stated)
  -7	5	3	0.0	-2.1	-3	7	-9	85
> Cc1ccc(CNCCCSc2ncccn2)cc1
  -4	8	11	-0.1	1.8	2	13	-11	110
> CCOc1ccc(C(=O)NC(C(=O)NCc2cccnc2)C(C)C)cc1 (configuration not stated)
  -8	-4	-8	0.1	0.5	-4	-5	-2	105
> CCn1cc(C(=O)N[C@H](C(=O)NCCCn2ccnc2)C(C)C)c(=O)c2cc3c(cc21)OCO3
  -4	0	1	-0.1	-1.3	2	-2	3	93
> CC(C)(C)NC(=O)NC(=O)COC(=O)COc1ccc2c(c1)CCC2
  -5	1	0	0.4	0.3	0	-8	-5	123
> COc1cc(CC(=O)OCC(=O)Nc2sccc2C(N)=O)cc(OC)c1OC
  4	-4	-1	0.4	1.7	0	-1	2	103
> Cc1cccc(/C=N/n2c(-c3ccncc3)n[nH]c2=S)c1
  3	-8	-1	-0.1	0.6	0	-21	-7	101
> COc1ccc(-n2c(-c3ccc(Br)cc3)n[nH]c2=S)cc1
  1	-3	6	-0.1	-0.3	-2	-8	-12	107
> Cc1nn(-c2cc(N3CCCCC3)ccc2[N+](=O)[O-])c(=O)c2ccccc12
  -1	3	0	0.2	0.3	1	-4	-10	90
> O=C(Cn1c(=O)cnc2ccccc21)Nc1cccc(S(=O)(=O)N2CCCCC2)c1
  nt	-22	-7	-0.1	nt	nt	-33	9	102
